Screening results deposited in PubChem by National Center for Advancing Translational Sciences (NCATS).
Coupling enz: qHTS Assay for Inhibitors of Fructose-1,6-bisphosphate Aldolase from Giardia Lamblia: Coupling assay counterscreen. coupling enzyme system counterscreen, AmpLite Red fluorescence. activity change, negative = inhibition, % at 58.2 µM, hits read low. actives 0.67% (n = 290,000); in the data active = activity change below about -30%; note: % is set by controls: 0 for no effect and ±100 for the full control effect
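Fluorescence at 525 nm excitation and 598 nm emission measured inhibition of the coupled detection system without aldolase. Compounds (at 57.5 uM final) were preincubated 10 min at room temperature with coupling enzyme reagent before a 20 min substrate/AmpLite Red step.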
a7 integrin act: qHTS for Activators of Integrin-Mediated Alleviation for Muscular Dystrophy | alpha7betagal myoblasts, beta-gal FDG fluorescence, 48 h | Potency, µM (highest dose often 38.3 µM), for inactives: at the highest dose activation, usual class: activators | actives 0.064% (n = 350,000) | AID 624291, 2012;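 note: potency is the fitted concentration of half-maximal effect; 100% = response of the positive control SU9516; nearly all actives have a fitted effect of over 60% in size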
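alpha7betagal+/- myoblasts (passage 13, 250/well) treated 48 h at 37C with compounds at 1:260 dilution of DMSO stock. Lysed, then beta-galactosidase activity read as FDG fluorescence (ex 480/em 540) after 30 min, with pre-read for autofluorescence.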
B2AR arrestin: qHTS assay of beta-arrestin-biased ligands of beta2-adrenergic receptor; Beta-2 adrenergic receptor (Homo sapiens), P07550; beta-arrestin recruitment to beta2AR, cell-based reporter; Potency, µM (top dose mostly 46.1 µM), without a hit: at the top dose activation, actives largely listed as activators; actives 0.02% (n = 330,000); AID 492947, 2010;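 note: potency is the fitted concentration of half-maximal effect; 0% = DMSO controls and full agonism = EC100 isoproterenol or metaproterenol; nearly all actives have a fitted effect of over 65% in size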
Target sequence (P07550 whole entry, looked up): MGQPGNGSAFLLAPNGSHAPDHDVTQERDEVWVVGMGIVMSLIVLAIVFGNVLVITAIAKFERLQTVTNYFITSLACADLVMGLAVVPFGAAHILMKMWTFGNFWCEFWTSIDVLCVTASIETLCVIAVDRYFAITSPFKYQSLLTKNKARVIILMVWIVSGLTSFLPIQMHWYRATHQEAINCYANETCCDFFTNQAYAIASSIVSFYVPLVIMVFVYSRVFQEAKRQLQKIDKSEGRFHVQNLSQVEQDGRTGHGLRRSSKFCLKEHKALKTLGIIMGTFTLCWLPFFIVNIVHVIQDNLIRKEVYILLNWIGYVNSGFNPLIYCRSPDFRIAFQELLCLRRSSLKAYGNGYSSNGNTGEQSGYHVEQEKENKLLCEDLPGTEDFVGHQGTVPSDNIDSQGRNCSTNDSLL
Tb PFK inh: qHTS Assay to Find Inhibitors of T. brucei phosphofructokinase; T. brucei PFK, ADP-Glo luminescence; Potency, µM (series often up to 57.5 µM), for inactives: at the highest dose activity, negative = inhibition, most hits filed as inhibitors; actives 0.17% (n = 330,000);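 note: potency is the fitted concentration of half-maximal effect; 0% = uninhibited 1x PFK enzyme wells and -100% = no-enzyme wells; nearly all actives have a fitted effect of over 60% in size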
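Activity is normalized to no-enzyme wells (full inhibition) and 1.25 nM enzyme wells (no inhibition). Reaction: 0.5 mM F6P, 0.1 mM ATP, 45 min RT, ADP-Glo luminescence; concentration-response curves fitted and classed by quality.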
TSG101-PTAP inh: qHTS Assay for Iinhibitors of HIV-1 Budding by Blocking the Interaction of PTAP/TSG101; Tumor susceptibility gene 101 protein (Homo sapiens), Q99816; Fluorescence polarization, FITC-PTAP peptide / Tsg101 binding; Potency, µM (titrated, usually from 115 µM), inactives show top-dose activity change, negative = inhibition, usual class: inhibitors; 340,000 tested, under 10 active; AID 493005, 2010; active = well fitted inhibition curve with a large enough effect in the main read-out, with a control signal flat, not every such curve was filed as active; inconclusive = small, poorly fitted or top-dose-only effect, or effect the other way, or a change in a side signal; inactive = no such curve, though single readings can be large or run the other way; note: potency is the fitted concentration of half-maximal effect; % of control where 0% means no effect
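Steps: Tsg101 binding domain dispensed (10 uM final), compounds pinned in DMSO, FITC-labeled PTAP-motif peptide added (50 nM final); after 20 min binding at room temperature, polarization measured.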
BCR signal inh: qHTS Assay to Find Inhibitors of Chronic Active B-Cell Receptor Signaling; actives 0.05% (n = 340,000); ABC-DLBCL IkBa-CBG/CBR reporter, luminescence ratio, 4 h; Potency, µM (top dose mostly 46.1 µM), inactives show top-dose ratio change, negative = lower green/red ratio, actives largely listed as inhibitors; AID 493014, 2011; active = well fitted inhibition curve with a large enough effect in the signal ratio, with a control signal flat, not every such curve was filed as active; inconclusive = small, poorly fitted or top-dose-only effect, or effect the other way, or a change in a side signal; the % refers to the signal ratio;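 note: potency is the fitted concentration of half-maximal effect; plate controls were basal doxycycline-induced cells for no effect and cells given 10 µM MG132 for full effect; MG132 reads +100%, hits lower the ratio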
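Compounds up to 46 uM were incubated four hours with TMD8 cells whose green CBG68 luciferase is fused to IkappaBalpha; red CBR luminescence normalised the signal, and concentration-effect curves were fitted to fusion, red and ratio data.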
Menin MLL FP TR: qHTS Assay for Inhibitors Targeting the Menin-MLL Interaction in MLL Related Leukemias: Competition With Texas Red Labeled MLL-derived Mutant Peptide. O00255. Menin + Texas Red MLL mutant peptide, fluorescence polarization. Potency, µM (series often up to 61.6 µM), without a hit: at the highest dose FP activity change, negative = inhibition, actives largely listed as inhibitors. actives 0.23% (n = 270,000); active = well fitted inhibition curve with a large enough effect in the polarisation, with a control signal flat, not every such curve was filed as active; inconclusive = small, poorly fitted or top-dose-only effect, or effect the other way, or a change in a side signal; inactive = no such curve, though single readings can be large or run the other way; the % refers to the polarisation; note: potency is the fitted concentration of half-maximal effect; % of control where 0% means no effect; many of its hits are not listed in these tables
Giardia killer: Small Molecules that selectively kill Giardia lamblia: qHTS; Giardia lamblia trophozoite viability; activity change, % at 7.66 µM, hits read low; actives 0.15% (n = 340,000); AID 540267, 2011; in the data active = activity change below about -80%; inconclusive = between about -30% and that limit;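 note: parasites exposed to compound for two days anaerobically before the ATP read; % is set by controls: 0 for no effect and ±100 for the full control effect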
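Giardia lamblia trophozoites (100 cells/well) were incubated with compounds for 48 h at 37 deg C under anaerobic conditions. Viability was read as ATP content by one-step luminescence after 15-30 min at room temperature.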
GALK inhibitor: qHTS Assay for Inhibitors of Human Galactokinase (GALK) | P51570 | Purified GALK, Kinase-Glo residual ATP luminescence | Potency, µM (titrated, usually from 57.5 µM), for inactives: at the highest dose activity change, negative = inhibition, hits mostly inhibitors | actives 0.007% (n = 270,000) | AID 1868, 2009; note: potency is the fitted concentration of half-maximal effect; % is set by controls: 0 for no effect and ±100 for the full control effect
Target sequence (P51570 whole entry, looked up): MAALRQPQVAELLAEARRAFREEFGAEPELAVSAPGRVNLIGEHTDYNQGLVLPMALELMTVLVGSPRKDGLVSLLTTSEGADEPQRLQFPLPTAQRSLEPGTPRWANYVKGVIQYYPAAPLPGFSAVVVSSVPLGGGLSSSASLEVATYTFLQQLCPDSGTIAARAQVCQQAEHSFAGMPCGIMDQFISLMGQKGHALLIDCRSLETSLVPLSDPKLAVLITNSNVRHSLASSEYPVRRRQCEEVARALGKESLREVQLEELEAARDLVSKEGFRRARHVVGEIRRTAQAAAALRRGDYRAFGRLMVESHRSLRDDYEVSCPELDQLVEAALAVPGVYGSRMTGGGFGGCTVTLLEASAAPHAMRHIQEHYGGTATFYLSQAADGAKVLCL
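Luminescence from leftover ATP (Ultra-Glo luciferase/luciferin) served as read-out after a 1 h room-temperature reaction of 5 nM GALK with 35 uM ATP and 100 uM galactose.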
S-ASM inh: Inhibitors of Secretory Acid Sphingomyelinase (S-ASM): qHTS | placental ASM, HMU-PC fluorogenic substrate, 60 min | Potency, µM (highest dose often 57.5 µM), for the others: at the top dose activity change, negative = inhibition, most hits filed as inhibitors | actives 0.006% (n = 340,000) | AID 504937, 2011; note: potency is the fitted concentration of half-maximal effect
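Human placenta-derived ASM enzyme was preincubated with compound for 10 minutes at room temperature, then given fluorogenic substrate HMU-PC0 (9 uM final) for 60 minutes at 37 °C; a pH 10 stop preceded fluorescence reading at Ex 386/Em 447 nm.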
PKM2 activator: qHTS Assay for Activators of Human Muscle isoform 2 Pyruvate Kinase; Pyruvate kinase PKM (Homo sapiens), P14618; purified PKM2, Kinase-Glo ATP luminescence, activation; response scale: 0% is enzyme alone, no compound; Potency, µM (titrated, usually from 57.5 µM), without a hit: at the top dose activation, most hits filed as activators; actives 0.34% (n = 260,000); AID 1631, 2009; note: potency is the fitted concentration of half-maximal effect; % is set by controls: 0 for no effect and ±100 for the full control effect; nearly all actives have a fitted effect of over 55% in size
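hPK-M2, >95% pure; 0.1 mM ADP / 0.5 mM PEP final; imidazole pH7.2 buffer w/ 7 mM MgCl2, 50 mM KCl; 1 h RT; Kinase-Glo lum. Intermediate enzyme activity for dual inhibitor/activator qHTS.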
Starred values were filed as active, the others as inactive; [ ] = remark or other dose. Unless noted, calls come from the whole dose curve; as a rule, active = well fitted curve in the direction sought with a large enough effect; inconclusive = small, poorly fitted or top-dose-only effect, or another doubt; inactive = no such curve, though single readings can be large; an effect the other way counts as inactive or inconclusive. These rows are one share of the data, so the mix of outcomes need not match the whole.

How did COc1ccc(-c2cc(C(F)(F)F)nc(N3CCN(Cc4ccccc4)CC3)n2)cc1OC do in these assays?
Coupling enz: -7.1; a7 integrin act: 27.5%; B2AR arrestin: -0.6%; Tb PFK inh: -9.4%; TSG101-PTAP inh: -5.4%; BCR signal inh: 0.7%; Menin MLL FP TR: -21.1%; Giardia killer: 10.9; GALK inhibitor: -3.4%; S-ASM inh: -13.7%; PKM2 activator: -0.2%

Results for Cc1cccc(OCc2nnc(SCc3cc(=O)[nH]c4ccccc34)n2-c2ccccc2)c1 ?
Coupling enz: 0.5; a7 integrin act: inconclusive; B2AR arrestin: -0.9%; Tb PFK inh: -3.9%; TSG101-PTAP inh: -2.1%; BCR signal inh: inconclusive; Menin MLL FP TR: 12.5%; Giardia killer: -5.6; GALK inhibitor: 0.6%; S-ASM inh: -2.6%; PKM2 activator: -0.4%

Results for Cc1nn(C(=O)N(C)C)c(C)c1CN1C(=O)c2ccccc2C1=O ?
Coupling enz: 2.6; a7 integrin act: 20.2%; B2AR arrestin: -0.4%; Tb PFK inh: -0.4%; TSG101-PTAP inh: -6.0%; BCR signal inh: -0.1%; Menin MLL FP TR: -29.5%; Giardia killer: -15.6; GALK inhibitor: -2.0%; S-ASM inh: 1.0%; PKM2 activator: -2.6%

How did CC(C)NC(=O)CSc1nc(Cc2cccs2)nc2ccccc12 do in these assays?
Coupling enz: 2.2; a7 integrin act: -11.2%; B2AR arrestin: 0.1%; Tb PFK inh: -4.5%; TSG101-PTAP inh: -1.6%; BCR signal inh: 10.4%; Menin MLL FP TR: -1.4%; Giardia killer: 3.3; GALK inhibitor: 0.0%; S-ASM inh: -14.2%; PKM2 activator: -0.5%

Results for COc1ccccc1CC(=O)Nc1ccc(Cl)cc1C(=O)O ?
Coupling enz: -27.9; a7 integrin act: 6.9%; B2AR arrestin: -0.8%; Tb PFK inh: -2.0%; TSG101-PTAP inh: -6.0%; BCR signal inh: 4.6%; Menin MLL FP TR: 22.3%; Giardia killer: -24.8; GALK inhibitor: -3.4%; S-ASM inh: 7.3%; PKM2 activator: 3.3%

What do the screens show for `CCOc1ccccc1N1CCN(C(=O)c2ccc3nc(N)sc3c2)CC1`?
a7 integrin act: -20.4%; B2AR arrestin: -0.3%; Tb PFK inh: 2.3%; TSG101-PTAP inh: -8.1%; BCR signal inh: -7.2%; Giardia killer: 5.9; S-ASM inh: 4.5%

How did O=C(O)c1cccc(Nc2ccc([N+](=O)[O-])cn2)c1 do in these assays?
Coupling enz: -0.2; a7 integrin act: 13.6%; B2AR arrestin: -0.1%; Tb PFK inh: -0.2%; TSG101-PTAP inh: 0.5%; BCR signal inh: inconclusive; Menin MLL FP TR: 1.4%; Giardia killer: 2.5; GALK inhibitor: -5.3%; S-ASM inh: -6.2%; PKM2 activator: -13.7%

Results for Cc1ccc(NC(=O)Nc2ccon2)cc1 ?
Coupling enz: 1.5; a7 integrin act: 30.5%; B2AR arrestin: -0.7%; Tb PFK inh: -11.2%; TSG101-PTAP inh: -4.5%; BCR signal inh: 9.7%; Menin MLL FP TR: -2.5%; Giardia killer: -22.9; GALK inhibitor: 6.3%; S-ASM inh: 2.4%; PKM2 activator: -0.4%

How did CS(=O)(=O)NN1C(=O)c2ccccc2NC1c1ccccc1F (centres undefined) do in these assays?
Coupling enz: 0.5; a7 integrin act: 6.8%; B2AR arrestin: -0.2%; Tb PFK inh: -5.7%; TSG101-PTAP inh: 0.5%; BCR signal inh: 3.5%; Menin MLL FP TR: 6.8%; Giardia killer: -8.9; GALK inhibitor: -0.4%; S-ASM inh: 31.5%

Results for COc1ccc(NC(=O)COC(=O)CCCOc2ccc(Cl)cc2Cl)cc1 ?
Coupling enz: 0.4; a7 integrin act: 21.3%; B2AR arrestin: -1.0%; Tb PFK inh: 6.4%; TSG101-PTAP inh: 5.3%; BCR signal inh: inconclusive; Menin MLL FP TR: inconclusive; Giardia killer: -2.5; GALK inhibitor: 0.7%; S-ASM inh: -15.9%; PKM2 activator: 2.2%

What do the screens show for `CCCCNC(=S)N=Nc1c(O)n(Cc2ccccc2)c2ccccc12`?
Coupling enz: -0.1; a7 integrin act: -12.7%; B2AR arrestin: -0.3%; Tb PFK inh: -1.8%; TSG101-PTAP inh: -4.2%; BCR signal inh: -0.9%; Menin MLL FP TR: -3.4%; Giardia killer: -2.5; GALK inhibitor: -0.2%; S-ASM inh: -13.5%; PKM2 activator: -10.3%

Results for O=P(c1ccccc1)(c1ccccc1)C(O)c1ccncc1 (centres undefined) ?
Coupling enz: 3.7; a7 integrin act: 6.9%; B2AR arrestin: -1.0%; Tb PFK inh: 5.6%; TSG101-PTAP inh: -0.2%; BCR signal inh: 1.8%; Menin MLL FP TR: 4.4%; Giardia killer: 7.7; GALK inhibitor: 0.4%; S-ASM inh: -0.4%; PKM2 activator: 3.6%

Results for CC(C)(C)c1ccc(/C=N/OCC(=O)NCc2ccc(F)cc2)cc1 ?
Coupling enz: 0.1; a7 integrin act: 6.0%; B2AR arrestin: -0.9%; Tb PFK inh: 4.2%; TSG101-PTAP inh: -6.5%; BCR signal inh: inconclusive; Menin MLL FP TR: -0.3%; Giardia killer: 0.6; GALK inhibitor: 1.0%; S-ASM inh: -4.0%; PKM2 activator: -1.1%

Results for O=c1c2ccccc2nc(-c2ccco2)n1-c1nc2ccccc2s1 ?
Coupling enz: 1.6; a7 integrin act: -14.2%; B2AR arrestin: -0.5%; Tb PFK inh: 2.3%; TSG101-PTAP inh: -1.3%; BCR signal inh: 7.6%; Menin MLL FP TR: 2.0%; Giardia killer: -7.4; GALK inhibitor: -1.7%; S-ASM inh: -3.1%; PKM2 activator: 1.9%

What do the screens show for `NS(=O)(=O)c1ccc(CCNC(=O)c2cc(-c3cccs3)nc3ccccc23)cc1`?
Coupling enz: 4.2; a7 integrin act: inconclusive; B2AR arrestin: 0.2%; Tb PFK inh: 15.1%; TSG101-PTAP inh: -5.9%; BCR signal inh: 1.5%; Menin MLL FP TR: 25.6%; Giardia killer: -4.5; GALK inhibitor: 1.1%; S-ASM inh: 94.0%[activator]; PKM2 activator: 13.2%

What do the screens show for `O=C(Nc1ccccc1C(F)(F)F)N1CCCCCC1`?
Coupling enz: 5.3; a7 integrin act: 7.2%; B2AR arrestin: -0.2%; Tb PFK inh: 7.7%; TSG101-PTAP inh: -0.7%; BCR signal inh: -4.0%; Menin MLL FP TR: inconclusive; Giardia killer: -4.3; GALK inhibitor: -0.1%; S-ASM inh: 2.9%; PKM2 activator: -13.3%

Results for CC(=O)Nc1ccc(NC(=O)C(C)Sc2nnc(-c3ccc4c(c3)OCO4)o2)cc1 (centres undefined) ?
a7 integrin act: 21.9%; B2AR arrestin: -0.1%; Tb PFK inh: -0.4%; TSG101-PTAP inh: -2.2%; BCR signal inh: 0.1%; Giardia killer: -28.2; S-ASM inh: -3.6%

What do the screens show for `C=CCNC(=O)N[C@@H](CCSC)C(=O)OC`?
Coupling enz: 3.5; a7 integrin act: 3.9%; B2AR arrestin: -0.3%; Tb PFK inh: 0.3%; TSG101-PTAP inh: -0.1%; BCR signal inh: 4.3%; Menin MLL FP TR: -8.1%[11.7 µM]; Giardia killer: 5.3; GALK inhibitor: 2.5%; S-ASM inh: -0.6%; PKM2 activator: 3.1%

Results for Cc1cccc(NC(=O)c2c(C)nc3ccccn23)c1 ?
Coupling enz: -0.2; a7 integrin act: 21.0%; B2AR arrestin: 3.5%; Tb PFK inh: -4.4%; TSG101-PTAP inh: -4.7%; BCR signal inh: 5.5%; Menin MLL FP TR: 5.3%; Giardia killer: -10.6; GALK inhibitor: -2.5%; S-ASM inh: 2.6%; PKM2 activator: -6.4%

Results for COc1ccc(NC(=O)CNC(=O)C2CCCCC2)cc1OC ?
a7 integrin act: 26.1%; B2AR arrestin: -0.3%; Tb PFK inh: 2.3%; TSG101-PTAP inh: -5.6%; BCR signal inh: 1.1%; Giardia killer: -12.5; S-ASM inh: -0.4%

What do the screens show for `CCC(=O)Nc1cc(C)c(NC(=O)c2ccccc2OC)cn1`?
Coupling enz: 0.3; a7 integrin act: 5.9%; B2AR arrestin: 0.4%; Tb PFK inh: 4.5%; TSG101-PTAP inh: -2.3%; BCR signal inh: -2.9%; Menin MLL FP TR: 8.4%; Giardia killer: -7.3; GALK inhibitor: 5.3%; S-ASM inh: 2.0%; PKM2 activator: -8.3%
